Bioassay records: PubChem BioAssay, several laboratories
LYP inhibition – inhibitors of LYP phosphatase, biochemical, fluorescence intensity, uHTS (AID 1779). recombinant LYP phosphatase, fluorescence intensity; higher % means a stronger effect. inhibition, % at 11.5 µM; hits with a dose series show IC50 in µM. 0.054% of 290,000 active; in the data active = inhibition above about 50%;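 note: plate controls were vehicle with enzyme for no effect and no enzyme for full effect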
MgcRacGAP inhibition – MgcRacGAP GTPase-activating activity inhibitors, confirmation, biochemical, ADP Hunter fluorescence. Rac GTPase-activating protein 1 (Homo sapiens). MgcRacGAP-stimulated Rac1 GTP hydrolysis, ADP Hunter fluorescence; higher % means a stronger effect; GST-tagged Rac1 F28L mutant substrate. one-dose inhibition, % at 30 µM; IC50 in µM for titrated hits. 0.6% of 340,000 active. AID 624330, 2012;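 active = first-screen hits whose inhibition reached a set limit at any dose in the follow-up dose series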;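 note: fluorescence reports GDP produced by GAP-driven GTP hydrolysis; strong numbers were not always called active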
GPR35 arrestin U2OS – GPR35 antagonists blocking zaprinast-driven arrestin recruitment, primary screen, imaging, U2OS, beta-arrestin-GFP, zaprinast agonist (AID 2058) | U2OS GPR35 beta-arrestin-GFP translocation imaging, zaprinast antagonism; higher % means a stronger effect | G-protein coupled receptor 35 (Homo sapiens) | 0.052% of 290,000 active | inhibition, % at 10 µM; hits with a dose series show IC50 in µM;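 active = inhibition of at least 50% with at least 30 cells and total cytoplasm GFP at most 10,000,000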
Hep lipid drop – inhibitors of hepatocyte lipid droplet formation, primary screen, imaging, high-throughput imaging, BODIPY stain; AML12 mouse hepatocytes, oleate lipid droplets; inhibition, % at 6.5 µM; 0.4% of 240,000 active;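 active = lipid droplet intensity inhibited by at least 50%, with more than 500 cells counted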
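Technique: fluorescence imaging, 20x objective, two fields per well / Assay system: AML12 hepatocytes (mouse) / Measure: % inhibition of lipid droplet signal / Doses: 6.5 µM single-point dosing / Incubation: overnight exposure / Reagent: 100 µM oleic acid challenge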
GPR55 beta-arrestin – GPR55 agonists via beta-arrestin recruitment, primary screen, imaging, U2OS cells, beta-arrestin-GFP redistribution (AID 1961); G-protein coupled receptor 55 (Homo sapiens); U2OS GPR55 beta-arrestin-GFP redistribution imaging; higher % means a stronger effect; one-dose activation, % at 10 µM; EC50 in µM for titrated hits; 0.048% of 290,000 active;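 active = activation above 40% with more than 50 cells counted in the well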;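 note: U2OS osteosarcoma cells stably expressing GPR55 and beta-arrestin-GFP; plate controls were DMSO negative control for no effect and LPI positive control for full effect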
GPR55 antagonists – GPR55 antagonists blocking LPI-driven arrestin recruitment, primary screen, imaging, U2OS, beta-arrestin-GFP, LPI agonist (AID 2013) | G-protein coupled receptor 55 (Homo sapiens) | U2OS GPR55 beta-arrestin-GFP translocation imaging, LPI antagonism; higher % means a stronger effect | one-dose inhibition, % at 10 µM; IC50 in µM for titrated hits | 0.13% of 290,000 active;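 active = spots per cell inhibited over 60%, with over 100 cells counted and total cytoplasm intensity under 500,000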;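 note: U2OS cells stably carrying GPR55 and arrestin-GFP stimulated by 5 µM LPI near EC80; imaged beta-arrestin-GFP aggregate spots per cell after agonist stimulation; plate controls were LPI-stimulated DMSO wells for no effect and DMSO wells without LPI for full effect; some results filed as inactive read as strong as hits; confirmed hits need IC50 under 10 µM and bright autofluorescent wells are also inconclusive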
NTR1 ag – agonists of NTR1, primary screen, imaging, U2OS cells, beta-arrestin-GFP, high content (AID 493036). NTR1-U2OS beta-arrestin-GFP spot imaging, agonist mode. activation, % at 20 µM. 0.17% of 330,000 active;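 active = activation at or above 40% of the spot to cytoplasm intensity ratio, with at least 20 cells analyzed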;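 note: 0% = DMSO without peptide and 100% = 100 nM NTR1 peptide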
Target sequence (P30989 whole entry, looked up): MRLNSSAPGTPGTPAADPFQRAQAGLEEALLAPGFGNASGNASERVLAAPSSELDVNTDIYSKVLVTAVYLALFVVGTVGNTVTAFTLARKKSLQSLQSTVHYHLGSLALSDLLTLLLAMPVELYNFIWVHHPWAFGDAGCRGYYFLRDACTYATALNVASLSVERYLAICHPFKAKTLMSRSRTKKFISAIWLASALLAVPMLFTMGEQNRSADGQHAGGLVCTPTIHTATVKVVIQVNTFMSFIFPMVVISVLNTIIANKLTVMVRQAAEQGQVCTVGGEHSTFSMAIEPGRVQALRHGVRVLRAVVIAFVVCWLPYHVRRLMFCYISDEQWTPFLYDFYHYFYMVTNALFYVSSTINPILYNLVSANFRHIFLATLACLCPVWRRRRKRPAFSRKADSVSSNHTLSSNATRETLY
Large T inhibition – SV40 large T antigen inhibitors, biochemical (AID 1903). SV40 large T antigen ATPase/helicase inhibition assay; higher % means a stronger effect. inhibition, % at 20 µM; hits with a dose series show IC50 in µM. 0.39% of 310,000 active; in the data active = a potency from the dose series; note: strong numbers were not always called active
T cell modulator – modulators of CD8 T cell-vesicle binding, primary screen, mouse 2C CD8+ T cells, flow cytometry. 2C CD8+ T cell-vesicle binding; active compounds read low. calls only at 7 µM. 0.068% of 330,000 active;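 active = response, share of CD8 T cells binding vesicles, and their 90th percentile fluorescence all below set limits, cut at about 80% in these data, passing the limit was not always enough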
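Incubation: binding step 1.5 h, 37 °C, antibody labelling 20 min, ice; system: murine 2C transgenic CD8+ T lymphocytes; technique: cytometric PE anti-B7-1 and Alexa647 anti-CD8 signals after 1% paraformaldehyde fixation; also added: QL9-charged Drosophila Ld/ICAM-1/B7-1 vesicles; control set: naked versus QL9-loaded vesicles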
Hep lipid drop cells 6.5 µM – recorded beside Hep lipid drop, whose call it bears; cell count; measured here: cell count, cytotoxicity flag;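 cells counted across two imaged fields per well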
T cell modulator vesicle-bound % – further read-out of T cell modulator, marked with its call; double positive events, %; measured here: CD8+ vesicle-bound cell fraction;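 binding gate set so that unloaded-vesicle control wells show 10% double positive cells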
NTR1 ag cell count 20 µM – second read-out of NTR1 ag, no call of its own (marks repeat the call); cell count; measured here: cell count, cytotoxicity flag
Starred values were filed as active, the others as inactive; i = inactive; / = no result given.

SMILES | LYP inhibition | MgcRacGAP inhibition | GPR35 arrestin U2OS | Hep lipid drop | Hep lipid drop cells 6.5 µM | GPR55 beta-arrestin | GPR55 antagonists | NTR1 ag | NTR1 ag cell count 20 µM | Large T inhibition | T cell modulator | T cell modulator vesicle-bound %
O=[N+]([O-])c1ccc(N/N=C/c2ccc(O)c(O)c2O)c(S(=O)(=O)N2CCOCC2)c1 | 5% | -114% | -4% | -18 | 683 | -0.1% | -12% | 1.4 | 102 | -1% | / | /
O=C(c1ccc(Br)cc1)c1cc(-c2ccccn2)c(N2CCOCC2)s1 | -4% | 5% | 6% | / | / | 0.2% | 17% | 3.8 | 68 | 18% | i | 43
CCOCCCn1c(SCC(=O)NC2CCCC2)nc2ccccc2c1=O | -5% | 3% | 9% | -1 | 666 | -0.1% | -1% | -0.3 | 62 | 8% | i | 25
CC(O)CNc1cc(N)c([N+](=O)[O-])cc1[N+](=O)[O-] (centres undefined) | 8% | 1% | -7% | 15 | 646 | -0.2% | 1% | 1.9 | 83 | 1% | i | 55
CCC(CC)c1nnc(NC(=O)C2=NNC(=O)CC2)s1 | -2% | -1% | 7% | 3 | 703 | -0.3% | 2% | -0.4 | 70 | 11% | i | 30
COC(=O)c1cc(Br)c(=O)n(-c2ccc(C(C)=O)cc2)c1 | 0% | / | 4% | / | / | 0.4% | 5% | / | / | / | / | /
Cc1ccc(C(=S)NCS(=O)(=O)c2ccc(C)cc2)cc1 | -1% | -4% | 6% | / | / | -0.1% | 8% | 2.3 | 71 | 6% | i | 39
Cc1ccc2[nH]cc(CCNC(=O)c3ccco3)c2c1 | -8% | 11% | 4% | -8 | 791 | -0.2% | -10% | 0.0 | 41 | -5% | i | 13
CC(=O)Nc1ccc(S(=O)(=O)NCc2nc(-c3ccccc3Cl)no2)cc1 | -9% | 6% | 4% | 12 | 804 | -0.4% | 8% | -2.1 | 52 | 3% | i | 28
O=C(NCCN1CCOCC1)c1cc(Sc2cccc(Cl)c2)nc2ccccc12 | -7% | -1% | 3% | 7 | 685 | -0.2% | 5% | -0.2 | 54 | 22% | i | 33
Cc1ccc(C)c(NC(=O)CSc2nnc(-c3ccccc3)o2)c1 | -3% | 5% | -4% | -13 | 684 | -0.3% | -2% | 0.4 | 61 | -1% | i | 36
COC(=O)c1ccc(COc2ccc(/C=N/Nc3nc(C)cc(=O)[nH]3)cc2)cc1 | -4% | 4% | 9% | 20 | 709 | 0.4% | 3% | 1.4 | 57 | 1% | i | 48
CCOC(=O)c1[nH]c2ccc(C)cc2c1N | -2% | 24µM* | -2% | -2 | 760 | -0.3% | -16% | -0.4 | 90 | 14% | i | 41
CCC(=O)OCC(=O)c1cc(C)n(-c2ccc(Br)cc2)c1C | -2% | 7% | -16% | 12 | 674 | 0.3% | 8% | -0.8 | 40 | 1% | i | 48
CCC(CC)C(=O)NCCc1cc2ccc(C)cc2[nH]c1=O | -6% | 8% | 22% | 0 | 682 | -0.1% | 5% | 1.4 | 52 | 13% | i | 43
Cc1cc(=O)[nH]c(/N=C(\N)Nc2ccc(SC(F)F)cc2)n1 | 4% | -1% | -12% | 6 | 667 | -0.5% | -3% | -0.7 | 61 | 7% | i | 43
COc1ccc(CCNC(=O)CCCOc2cccc(C)c2C)cc1OC | -3% | 10% | -4% | 17 | 656 | -0.1% | -7% | 3.7 | 64 | 10% | i | 20
COc1ccc(S(=O)(=O)N(C)c2ccc(C(=O)NCc3ccccn3)cc2)cc1 | -4% | 4% | 10% | -8 | 727 | 0.0% | -5% | 0.3 | 56 | 4% | i | 63
CCn1nnnc1SCC(=O)N1CCCCC1 | / | 5% | / | / | / | / | / | 1.4 | 69 | 17% | i | 6
COc1ccc(-n2c(Cn3nnc4ccccc43)nnc2SCC(=O)O)cc1 | -10% | 7% | -8% | / | / | 0.3% | 4% | 0.2 | 100 | 4% | i | 41
CC(C)c1nnc(N2C(=O)c3oc4ccccc4c(=O)c3C2c2ccco2)s1 (centres undefined) | 3% | 7% | -6% | 1 | 754 | -0.3% | 4% | -1.0 | 46 | 6% | i | 43
CC(C)Oc1ccc(S(=O)(=O)N2CCOCC2)cc1NC(=O)C1CSC2(C)CCC(=O)N12 (centres undefined) | / | 6% | / | / | / | / | / | 0.3 | 65 | 15% | i | 54
NC(=O)C1CCN(C(=O)COc2cccc3ccccc23)CC1 | -2% | 11% | -3% | -17 | 753 | -0.2% | -8% | -0.8 | 46 | 7% | i | 13
Cc1c(Cl)cccc1NC(=O)c1cc(-c2ccco2)on1 | -8% | 7% | 4% | -44 | 729 | 0.0% | 0% | 1.8 | 48 | 0% | i | 48
Cn1c(CO)cnc1SCc1c(Cl)cccc1Cl | 0% | -10% | 1% | / | / | 0.2% | -4% | -2.2 | 95 | 3% | i | 37
COc1ccc(Nc2nnc(SCC(=O)/C=C3/N(C)c4ccccc4C3(C)C)s2)cc1 | 7% | 9% | -17% | 4 | 621 | -0.1% | 14% | 2.4 | 52 | -5% | i | 6
CC1(C(=O)NCc2ccccc2)Oc2ccccc2NC1=O (centres undefined) | 1% | 2% | -4% | 1 | 733 | -0.1% | -13% | -1.1 | 62 | -2% | i | 52
Cn1c2ccccc2c(=O)c2ccc(C#CC3(N)CCCCC3)cc21 | -10% | 16% | -6% | 12 | 743 | 0.8% | 2% | 0.7 | 110 | 4% | i | 8
O=C(CN1C(=O)C2C3C=CC(C4CC34)C2C1=O)Nc1cnc2ccccc2c1 (centres undefined) | -5% | -10% | 30% | 2 | 667 | -0.1% | 5% | 0.3 | 83 | 4% | i | 27
CC(C)(C)C1=NN=C2c3ccccc3C(=O)C21 (centres undefined) | 1% | / | 9% | 1 | 865 | 0.2% | 15% | -1.5 | 41 | 6% | i | 16

Taken from above.
Cn1c(CO)cnc1SCc1c(Cl)cccc1Cl @ NTR1 ag cell count 20 µM: 95
CC(C)(C)C1=NN=C2c3ccccc3C(=O)C21 (centres undefined) @ Large T inhibition: 6%

Limited to T cell modulator vesicle-bound %, GPR35 arrestin U2OS and Hep lipid drop cells 6.5 µM, for some of the entries so far:
SMILES,T cell modulator vesicle-bound %,GPR35 arrestin U2OS,Hep lipid drop cells 6.5 µM
Cn1c2ccccc2c(=O)c2ccc(C#CC3(N)CCCCC3)cc21,8,-6%,743
O=C(CN1C(=O)C2C3C=CC(C4CC34)C2C1=O)Nc1cnc2ccccc2c1 (centres undefined),27,30%,667

(continued)
SMILES | LYP inhibition | MgcRacGAP inhibition | GPR35 arrestin U2OS | Hep lipid drop | Hep lipid drop cells 6.5 µM | GPR55 beta-arrestin | GPR55 antagonists | NTR1 ag | NTR1 ag cell count 20 µM | Large T inhibition | T cell modulator | T cell modulator vesicle-bound %
COc1ccccc1C(=O)OCc1ccc2sc(C)nc2c1 | -1% | 8% | 1% | 2 | 642 | 0.1% | 6% | -1.4 | 71 | 7% | i | 44
CN(C)S(=O)(=O)c1ccc(N2CCCC2)c(C(=O)Nc2nc3ccccc3s2)c1 | -2% | 4% | -3% | -1 | 538 | 0.5% | 6% | 3.5 | 64 | 2% | i | 34
COc1ccc(S(=O)(=O)N2CCCC2CNC(=O)C(=O)NCc2ccc3c(c2)OCO3)cc1 (centres undefined) | / | 13% | / | / | / | / | / | 0.2 | 61 | 1% | i | 39
O=C(NCc1ccc(F)cc1)c1ccc2c(c1)S(=O)(=O)c1ccccc1C2=O | / | 6% | / | / | / | / | / | 7.8 | 74 | 10% | i | 47
COc1ccc(OCCCC(=O)Nc2ccc3c(c2)OCCO3)cc1 | -5% | 6% | 25% | 8 | 730 | -0.2% | 8% | -0.2 | 48 | 0% | i | 12
CCCOc1ccc(C(=O)NCCO)cc1 | -7% | 6% | 4% | 1 | 739 | -0.1% | 0% | 3.1 | 81 | 10% | i | 41
COc1ccc(/C=N/NC(=O)Cc2csc(Nc3cccc(C(F)(F)F)c3)n2)c(OC)c1 | 2% | 15% | 28% | / | / | -0.1% | 15% | 9.0 | 43 | 5% | i | 30
CCOc1ncccc1C(=O)NNC(=O)c1csc(N2CCOCC2)n1 | / | 3% | / | / | / | / | / | -1.4 | 57 | 12% | i | 56
Cc1nc(N)nc(-c2ccccc2O)n1 | -5% | 6% | 8% | -8 | 851 | 0.1% | -8% | 0.9 | 46 | 12% | i | 43
CCOCCOC(=O)c1ccc(NC(=O)C2COc3ccccc3O2)cc1 (centres undefined) | -4% | 1% | 1% | 8 | 839 | -0.1% | 6% | 0.3 | 54 | 1% | i | 36
CC(=O)c1ccc(S(=O)(=O)NC2CC(=O)N(c3ccc(C)cc3)C2)cc1 (centres undefined) | / | 3% | / | / | / | / | / | 0.5 | 59 | 18% | i | 37
COC(=O)c1nnn(-c2cc(Cl)cc(Cl)c2)c1C(=O)OC | -9% | 9% | 3% | -15 | 766 | -0.1% | -2% | 1.0 | 56 | 3% | i | 22
COc1cc(CC(=O)Nc2nccs2)cc(OC)c1OC | -9% | 6% | -6% | / | / | 0.2% | -2% | -1.5 | 79 | 4% | i | 54
CCOC(=O)c1c(C)[nH]c(C(=O)CSc2nccc(C)n2)c1C | -1% | 11% | 6% | -1 | 627 | -0.4% | 14% | 0.0 | 93 | -2% | i | 54
Cc1ccc(NC(=O)C2CC(=O)N(c3ccc4c(c3)OCCO4)C2)nc1 (centres undefined) | / | 1% | / | / | / | / | / | -2.5 | 47 | 1% | i | 37
CCCc1cc(=O)[nH]c2nnc(SCC(=O)Nc3cccc(NC(C)=O)c3)n12 | / | -4% | / | / | / | / | / | -0.8 | 55 | 7% | i | 48
CCc1ccc(NC(=O)N2CCCCCC2)cc1 | -9% | 3% | 8% | 1 | 822 | 0.0% | 9% | 0.4 | 66 | 6% | i | 7
Cc1ccccc1C(=O)NC(CC(C)C)C(=O)NN1C(=O)c2ccccc2C1=O (centres undefined) | 0% | 7% | -8% | -3 | 681 | -0.2% | -3% | 0.4 | 38 | 4% | i | 16
COc1ccccc1C(=O)N/C(=C\c1cn(C)c2ccccc12)C(=O)NCCCn1ccnc1 | -3% | 10% | -10% | -22 | 708 | -0.2% | 7% | -1.7 | 46 | 30% | i | 23
